Pf growth 96h: inhibits malaria parasite growth, 96 h; 320,000 tested, 6.9% active; Potency, µM (doses to about 28.7 µM), for the others: at the top dose activity change, negative = inhibition, usual class: inhibitors; AID 504834; P. falciparum luciferase reporter growth, 96 h; further: potency means the concentration at half of the fitted maximal effect; on the % scale 0 is the no-effect control and ±100 the full control effect
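Parasite growth measured via integrated firefly luciferase reporter in P. falciparum. Infected erythrocytes at 2% hematocrit, 0.05% parasitemia final were treated 96 hours at 37 C under 5% CO2, and luminescence was read.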
LmPK inhibitor: LmPK (Leishmania mexicana) enzyme inhibition. Potency, µM (top dose mostly 57.5 µM), for the others: at the highest dose activity change, negative = inhibition, hits mostly inhibitors. purified LmPK, Kinase-Glo ATP luminescence, 1 h. Q27686. AID 1721. 290,000 tested, 0.37% active; further: potency means the concentration at half of the fitted maximal effect; on the % scale 0 is the no-effect control and ±100 the full control effect
Target sequence (Q27686 whole entry, looked up): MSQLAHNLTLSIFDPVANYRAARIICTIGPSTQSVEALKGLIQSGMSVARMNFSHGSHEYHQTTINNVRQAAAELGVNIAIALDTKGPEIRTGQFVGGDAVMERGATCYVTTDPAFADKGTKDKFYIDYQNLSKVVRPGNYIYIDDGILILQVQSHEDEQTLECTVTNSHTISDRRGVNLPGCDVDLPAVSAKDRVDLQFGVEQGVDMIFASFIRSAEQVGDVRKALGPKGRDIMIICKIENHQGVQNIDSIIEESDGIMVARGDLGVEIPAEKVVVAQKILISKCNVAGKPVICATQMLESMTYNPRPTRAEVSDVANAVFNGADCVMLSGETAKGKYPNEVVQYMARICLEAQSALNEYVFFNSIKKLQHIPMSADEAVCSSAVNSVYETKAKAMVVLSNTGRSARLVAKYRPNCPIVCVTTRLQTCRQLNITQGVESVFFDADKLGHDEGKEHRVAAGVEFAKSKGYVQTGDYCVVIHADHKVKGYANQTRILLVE
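In 50 mM imidazole pH 7.2 with 7 mM MgCl2, LmPK (0.1 nM) turned over PEP (0.5 mM) and ADP (0.1 mM) for 1 h at room temperature. Luciferase read-out of ATP.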
Shiga inhibitor: blocks Shiga toxin action in Vero cells. 290,000 tested, 9.2% active. Vero cells, Shiga toxin protein synthesis inhibition reporter. inhibition, % at 38.7 µM. AID 2315; in the data active means inhibition mostly above about 28%, no sharp cut-off; inactive means mostly below about 43%; further: 0% is about no effect
AmpC no deterg: blocks E. coli AmpC beta-lactamase in detergent-free assay | P00811 | AmpC nitrocefin hydrolysis, absorbance 480 nm, 0.0001% Triton | Potency, µM (series often up to 57.1 µM), for the others: top-dose activity change, negative = inhibition, hits mostly inhibitors | 330,000 tested, 0.52% active;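 further: potency means the concentration at half of the fitted maximal effect; plate controls were no compound for no effect and no enzyme for full effect; nearly all actives have a fitted effect of over 20% in size; some results filed as inactive show a strong effect at the top dose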
Target sequence (P00811 whole entry, looked up): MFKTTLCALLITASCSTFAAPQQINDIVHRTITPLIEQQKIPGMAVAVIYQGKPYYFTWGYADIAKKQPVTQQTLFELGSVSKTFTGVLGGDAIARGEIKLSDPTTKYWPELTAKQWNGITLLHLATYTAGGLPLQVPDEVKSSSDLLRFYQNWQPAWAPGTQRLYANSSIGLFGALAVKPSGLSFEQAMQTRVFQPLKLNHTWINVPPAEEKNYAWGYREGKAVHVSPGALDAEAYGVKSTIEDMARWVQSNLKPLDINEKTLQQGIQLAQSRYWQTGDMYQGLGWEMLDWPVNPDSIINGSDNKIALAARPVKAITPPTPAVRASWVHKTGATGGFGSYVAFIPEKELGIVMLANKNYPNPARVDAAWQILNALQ
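20 mM phosphate pH 7.0 + 0.01% (detergent screen) or 0.0001% Triton X-100; 5.3 nM AmpC reagent; cpd preinc 15 min RT; nitrocefin (800 uM stock) to start; A480 q20 s × 4 min; Activity was normalised to no-enzyme and no-compound control wells.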
Cycloheximide cs: counter-screen for Shiga toxin inhibitors: cycloheximide protein synthesis inhibition | cell reporter, cycloheximide protein synthesis inhibition counterscreen | max response, % | 300,000 tested, 12% active | AID 2314; in the data active means max response mostly above about 13%, no sharp cut-off; inactive means mostly below about 14%; further: read at 38.3 µM for the half of the compounds with a filed dose; 0% is about no effect
Tb PYK inh: blocks Trypanosoma brucei pyruvate kinase; TbPYK enzyme, Kinase-Glo Plus ATP luminescence, 45 min; Potency, µM (series often up to 76.8 µM), without a hit: at the highest dose activity, negative = inhibition, actives largely listed as inhibitors; 410,000 tested, 0.12% active; AID 624173; further: potency means the concentration at half of the fitted maximal effect; on the % scale 0 is the no-effect control and ±100 the full control effect; nearly all actives have a fitted effect of over 50% in size
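Activity of T. brucei pyruvate kinase was followed by Kinase-Glo Plus luminescence after the enzyme reacted 45 min at room temperature with 130 uM ADP (final) and substrate. Test compounds were added before ADP at multiple concentrations.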
Pf growth 48h: P. falciparum growth inhibition at 48 hours (one generation) | P. falciparum luciferase growth in erythrocytes, 48 h | Potency, µM (titrated, usually from 28.7 µM), for inactives: top-dose activity change, negative = inhibition, hits mostly inhibitors | 310,000 tested, 5.9% active | AID 504832; further: potency means the concentration at half of the fitted maximal effect; on the % scale 0 is the no-effect control and ±100 the full control effect
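Firefly luciferase activity from engineered P. falciparum reports growth; inhibitors lower the luminescent signal. Cultures contained 2% hematocrit erythrocytes at 0.1% final parasitemia.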
Numbers without * were called inactive; ? = inconclusive; . = not tested or not shown; [ ] = another dose, or the depositor's remark. Unless noted, the call rests on the fitted dose curve; in most records, active means well fitted curve in the direction sought with a large enough effect; inconclusive means small, poorly fitted or top-dose-only effect, or another doubt; inactive means no such curve, though single readings can be large; an effect the other way counts as inactive or inconclusive. Compounds were not picked by outcome, and some 22% of all compounds hit somewhere here.

compound	Shiga inhibitor	LmPK inhibitor	Tb PYK inh	Cycloheximide cs	AmpC no deterg	Pf growth 48h	Pf growth 96h
NC(=O)NC(=O)C(Nc1ccc(N2CCCCC2)cc1)c1ccccc1 (stereo not drawn)	121*	4%	-17%	51*	-4%	101%[activator]	131%[activator]
O=C(CS(=O)(=O)Cc1ccccc1)NCc1ccccc1Cl	-2	-6%	1%	13	-26%	0%	?
CCN(CC(=O)Nc1c(F)cccc1F)C(=O)CNC(=O)c1ccc2ccccc2c1	.	.	1%	.	2%	22%	31%[activator]
O=C1CCCC2=C1C(c1ccsc1)CC(=O)N2c1ccccc1 (stereo not drawn)	-13	1%	1%	-3	-15%	-1%	?
Cc1ccc(C(=O)Nc2cccc3ncccc23)cc1[N+](=O)[O-]	12	1%	2%	10	-11%	-13%	?
CCC1=NN2C(=N)/C(=C/c3cc(C)n(-c4ccccc4)c3C)C(=O)N=C2S1	6	3%	-6%	4	-22%	-1%	?
COc1cc(/C=N/NC(=O)CC2C(=O)NN=C2C)ccc1O (stereo not drawn)	-3	-3%	4%	-1	0%	12%	25%
CCCn1c(=NC(C)=O)c(C(=O)OCC)cc2c(=O)n3ccccc3nc21	55	0%	3%	-4	-19%	?	?

Fetched by structure from above (3):
compound	Shiga inhibitor	LmPK inhibitor	Tb PYK inh	Cycloheximide cs	AmpC no deterg	Pf growth 48h	Pf growth 96h
CCC1=NN2C(=N)/C(=C/c3cc(C)n(-c4ccccc4)c3C)C(=O)N=C2S1	6	3%	-6%	4	-22%	-1%	?
NC(=O)NC(=O)C(Nc1ccc(N2CCCCC2)cc1)c1ccccc1 (stereo not drawn)	121*	4%	-17%	51*	-4%	101%[activator]	131%[activator]
O=C(CS(=O)(=O)Cc1ccccc1)NCc1ccccc1Cl	-2	-6%	1%	13	-26%	0%	?

Next part.
compound	Shiga inhibitor	LmPK inhibitor	Tb PYK inh	Cycloheximide cs	AmpC no deterg	Pf growth 48h	Pf growth 96h
O=C(Nc1ccc([N+](=O)[O-])cc1)C1CC1(c1ccccc1)c1ccccc1 (stereo not drawn)	-14	6%	-12%	-4	-24%	12µM*	?
CCOC(=O)C1CCN(C(=O)c2ccc3c(c2)C(=O)N(c2ccccc2C)C3=O)CC1	.	.	-1%	.	96%[activator]	?	14%
CC(C)COC(=O)C1C2C=CC3(CN(C4CCCC4)C(=O)C13)O2 (stereo not drawn)	13	2%	1%	-5	-2%	0%	-38%
CCOC(=O)c1c(C)[nH]c(C)c1C(=O)CSc1nc2ccccc2[nH]1	2	4%	1%	-1	-14%	-6%	-4%
COc1ccc(CCNCc2ccc(SC)cc2)cc1	-8	-1%	0%	-1	-7%	9%	0%
COc1ccccc1NC(=O)c1sc2nc(-c3ccco3)ccc2c1N	70	4%	-6%	20*	-47%	13%	.
CC(Nc1ccc2ccccc2c1)C(=O)N/N=C/c1ccncc1 (stereo not drawn)	.	.	2%	.	-16%	?	-24%
Cc1ccc(NC(=O)COC(=O)CNC(=O)c2ccc(C)s2)cc1	-3	-1%	1%	-6	-19%	3%	15%
Cc1cc(C)cc(OCC(=O)Nc2cc(C)on2)c1	-7	4%	-1%	-2	-28%	39%[activator]	276%[activator]
Cn1cnnc1SCC(=O)Nc1ccc(S(N)(=O)=O)cc1	-6	-4%	6%	2	-4%	0%	-16%
O=[N+]([O-])c1ccc(OCc2nnc(-c3ccccc3)o2)cc1	2	8%	-6%	8	-20%	39%[activator]	30%
Cc1cc(C)c(S(=O)(=O)N2CCN(C(=O)C(C)Cn3nc(C)nc3C)CC2)c(C)c1 (stereo not drawn)	-7	-7%	-6%	-5	62%[activator]	?	15%
COc1cccc(S(=O)(=O)NCc2ccc3c(c2)OCO3)c1	-13	6%	3%	4	-18%	.	-20%
O=C(NCC1CCCO1)c1ccc(/C=N/O)nc1 (stereo not drawn)	-10	3%	?	-3	-6%	0%	15µM*
CCOC(=O)C(CC(=O)O)N1CCCCC1 (stereo not drawn)	-10	0%	2%	-2	0%	9%	?
CC(=O)c1cccc(NC(=S)N2CCN(CCN3C(=O)c4cccc5cccc(c45)C3=O)CC2)c1	-3	6%	-2%	-8	-15%	-6%	32%[activator]
Cc1[nH]c2ccccc2c1C(=O)CSc1nc2ccccc2c(=O)n1CCCN1CCOCC1	2	9%	0%	-1	23%	?	.
COc1cc(OC)c(/C=N/NC(=O)c2ccc(NC(C)=O)cc2)cc1Br	-8	5%	4%	4	-5%	9%	?
Cc1cc(OCCN2CCN(S(=O)(=O)c3ccccc3F)CC2)ccc1C(C)C	.	.	0%	.	17%	?	2%
COc1cccc2cc(/C(=N/O)c3ccc(Br)cc3)oc12	-10	-1%	-1%	5	-24%[2.29 µM]	-9%	-10%
Nc1ccc(Cl)c(S(=O)(=O)Nc2ccccc2Cl)c1	10	11%	2%	24	-38%	15%	5%
O=C(Nc1cccc(O)c1)c1cccc(S(=O)(=O)N2CCCC2)c1	-4	-2%	-5%	10	-34%	-2%	2%
O=C(CSCCO)Nc1cccc([N+](=O)[O-])c1	-15	-5%	6%	10	-14%	16%	-34%
CCCSc1nc(C)nc2c1c(=O)n(C)c(=O)n2C	3	5%	.	-4	-9%	4%	6%
Cc1ccc(-c2cc(C(=O)Nc3cccnc3)c3ccccc3n2)o1	7	-9%	?	8	2%	.	4.7µM*
O=C(O)CCCN1C(=O)C(=O)/C(=C(/O)c2ccc(Cl)cc2)C1c1ccccc1 (stereo not drawn)	28	8%	6%	-3	-20%	44%[activator]	63%[activator]
COc1ccccc1N1CCN(C2CCCN(C(=O)c3snnc3C)C2)CC1 (stereo not drawn)	-8	-7%	1%	-11	-4%	0%	13µM*
COc1ccccc1C(=O)NCCC(=O)Nc1ncccc1O	-3	-7%	1%	10	-18%	30%	0%
Cc1ccccc1-c1nc(CS(=O)(=O)CC(=O)NCCN2CCCC2)c(C)o1	-10	1%	6%	-2	97%[activator]	?	?
Cc1ccc(S(=O)(=O)c2ccc(C)cc2)cc1	-7	4%	2%	10	-36%	.	24%
CCN(CC)CCN(C(=O)c1ccc(CN2CCCCC2)o1)C(C(=O)NC1CCCCC1)c1ccc(F)cc1 (stereo not drawn)	60*	-8%	-5%	42*	-10%	84%[activator]	10%
CCOC(=O)c1c(C)[nH]c(C(=O)CN2C(=O)NC(C)(c3ccc4ccccc4c3)C2=O)c1C (stereo not drawn)	-11	-3%	3%	-1	11%	?	5.2µM*
CSCC[C@H](NC(=O)c1cccnc1)c1nnc2ccccn12	3	8%	4%	-8	-8%	12%	42%[activator]
COCCCNC(=O)C1c2ccccc2Oc2ccccc21	.	2%	0%	-1	-3%	-3%	?
COc1cccc(CNC(=O)CCC2CCCN(C(=O)c3cc4ccccc4o3)C2)c1 (stereo not drawn)	68*	?	-2%	48*	51%	196%[activator]	?
Cc1nc2sc3c(c2c(=O)o1)CCC3	23	4%	-4%	-2	-33%	45%	?
CCn1c(SCc2nc3ccccc3[nH]2)nnc1-c1cccnc1	-4	5%	-4%	3	-18%	.	0%
CCN(CC)CC(O)c1ccc(C2CCCC2)cc1 (stereo not drawn)	-18	-2%	3%	-4	-7%	10µM*	13µM*
CC(=O)c1ccc(NC(=O)CSc2cn[nH]n2)cc1	31	0%	-3%	-1	-18%	13%	-1%
Cc1cc(C(=O)Nc2cccc(O)c2)co1	74	-17%	-3%	32*	-8%	78%[activator]	?
CCOC(=O)C1CCCN(C(=O)C2CCN(c3nnc(-n4cccc4)s3)CC2)C1 (stereo not drawn)	-5	-1%	3%	-1	61%[activator]	?	0%
N#C/C(=N\Nc1ccc(Cl)cc1)C(=O)c1ccccc1	76	0%	-1%	13	-30%	8%	.
COC(=O)c1cc(S(=O)(=O)N2CCN(c3cccc(C)c3C)CC2)c[nH]1	4	1%	1%	-4	-18%	?	-14%
CCC(=O)Nc1cc(C)c(NC(=O)CCc2ccccc2)cn1	-1	2%	2%	-2	-20%	17%	?
Cc1ccc(NC(=S)NNc2ncc(C(F)(F)F)cc2Cl)c(C)c1	-6	-1%	-16%	-3	-25%	.	?
COC(=O)C1=C(c2c(C)noc2C)C[C@@H]2CC[C@H]1N2C(=O)NCCO	.	.	8%	.	-6%	64%[activator]	39%[activator]
COc1ccc(NS(=O)(=O)c2cc(NC(=O)CC(C)(C)C)ccc2N2CCCC2)cc1	.	.	-18%	.	-32%	10µM*	13µM*
Nc1cc(=O)[nH]c(SCC(=O)Nc2cccc(Cl)c2)n1	-26	8%	.	-5	-20%	5%	.
O=C(CCN1C(=O)/C(=C/c2ccccc2)SC1=S)NCCCN1CCOCC1	-19	7%	-3%	-5	48%	-30%	?
CCC(SCC(=O)OC)C(=O)Nc1nnc(C(C)C)s1 (stereo not drawn)	-5	1%	4%	-10	-12%	.	-32%
Cc1cc(C)nc(NS(=O)(=O)c2ccc(NC(=O)c3cc(=O)c4ccccc4o3)cc2)n1	21	-1%	-2%	3	-25%	20%	-25%
Cc1cc(NC(=O)CS(=O)(=O)c2cn(Cc3cccc(F)c3)c3ccccc23)no1	-11	-4%	-11%	-2	-38%	.	?
O=C(CSCc1nc2ccccc2[nH]1)N1CCN(c2cccc(Cl)c2)CC1	-9	6%	-4%	-2	32%	?	?
CC(C)Oc1ccc(N2CC(C(=O)Nc3ccc4c(c3)OCO4)CC2=O)cc1 (stereo not drawn)	4	6%	2%	1	-4%	.	15µM*
COc1ccc(Cl)cc1N1C(=NC(=O)C2CCCCC2)SC2CS(=O)(=O)CC21 (stereo not drawn)	-10	2%	5%	-2	88%[activator]	23%	8%
CCCN(CC(=O)Nc1ccccc1OC)C(=O)CN1C(=O)NC2(CCCCC2)C1=O	.	.	2%	.	-19%	?	-22%

(further entries)
compound	Shiga inhibitor	LmPK inhibitor	Tb PYK inh	Cycloheximide cs	AmpC no deterg	Pf growth 48h	Pf growth 96h
O=C(Nc1ccc(Cl)cc1)C1C2C=CC3(O2)C1C(=O)N(CCCN1CCCCC1)C3C(=O)NC1CCCCC1 (stereo not drawn)	8	2%	3%	-7	-9%	?	13%
Cc1c(OCC(=O)NC(Cc2ccc(Cl)cc2)C(=O)O)ccc2c(-c3ccccc3)cc(=O)oc12 (stereo not drawn)	-6	-4%	3%	-1	-9%	1%	?
Cc1cccc2c1N(N=O)CCC2	11	0%	2%	-1	-9%	41%[activator]	32%[activator]
CCC1(C)Cc2c(sc3nnn(CC(=O)Nc4ccccc4C)c(=O)c23)CO1 (stereo not drawn)	-13	3%	4%	-1	-20%	0%	?
CC(=O)c1ccc(S(=O)(=O)N2CCCC(N(C)CCc3ccccn3)C2)cc1 (stereo not drawn)	-4	7%	0%	-2	31%	-6%	37%[activator]
COc1ccc(C)cc1-n1[nH]nnc1=S	-19	3%	-17%	0	-34%	-1%	18%
Cn1ccsc1=NC(=O)c1ccc(CS(C)(=O)=O)cc1	39*	-5%	1%	12	-17%	64%[activator]	50%[activator]

Source: PubChem
